Bioassay records: PubChem, several laboratories
HEK293 NFkB inh: lowers PMA/ionomycin-induced NF-kB signal in HEK293 cells; inhibition, % at 3 µM; HEK-293 NF-kB luciferase reporter, luminescence; 0.21% of 62,000 active;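 active means inhibition above the mean of all tested compounds plus 3 SD, cut at about 40% in these data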;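 further: 0% = stimulated DMSO wells and 100% = 10 µM reference inhibitor 5653914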
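Timing: 1 h pretreatment, 16 h stimulation, 37 °C; system: HEK-293 cells with stable firefly luciferase reporter driven by four HIV NF-kB elements; doses: 3 µM once, 0.30% DMSO; measured by: luciferase luminescence; control set: DMSO and 10 µM reference inhibitor; repeats: single test; reagent: PMA plus ionomycin mix as NF-kB-activating stimulus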
S1P3 ag: activates the human S1P3 receptor. Q99500. S1P3 NFAT-BLA reporter cells, agonism, FRET ratio; relative to 1 µM S1P, basal subtracted. activation, % at 4.5 µM. 0.1% of 60,000 active. AID 373;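 active means activation above the screen-wide mean plus 3 SD, cut at about 4.5% in these data, passing the limit was not always enough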; further: some compounds called inactive have numbers as strong as hits
Target sequence (Q99500 whole entry, looked up): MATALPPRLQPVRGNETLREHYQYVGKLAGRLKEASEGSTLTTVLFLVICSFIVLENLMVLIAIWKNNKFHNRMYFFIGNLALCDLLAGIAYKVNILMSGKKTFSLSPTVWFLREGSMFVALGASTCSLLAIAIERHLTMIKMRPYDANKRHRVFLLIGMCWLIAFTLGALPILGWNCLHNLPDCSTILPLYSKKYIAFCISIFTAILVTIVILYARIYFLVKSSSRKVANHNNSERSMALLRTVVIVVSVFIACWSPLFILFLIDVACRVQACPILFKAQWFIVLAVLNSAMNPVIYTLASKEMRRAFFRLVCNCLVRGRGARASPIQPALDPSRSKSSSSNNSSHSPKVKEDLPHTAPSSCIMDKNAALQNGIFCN
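Assay system: stable CHO line with human S1P3, Gα16, NFAT-BLA reporter; Detection: FRET β-lactamase substrate fluorescence, excitation 405 nm, 460/535 nm emission ratio, background-subtracted; Read-out: percent activation versus median 1 µM S1P response, basal-subtracted, per plate; Incubation: cells plated overnight, compound 4 h 37 °C, substrate 2 h RT.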
5HT1a ag: activates the human 5-HT1a serotonin receptor; P08908; CHO 5-HT1a Ga15 NFAT-bla reporter, FRET ratio; 0% basal, 100% maximal reference agonist; activation, % at 10 µM; 0.56% of 65,000 active;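 active means activation above the screen-wide mean activation plus 3 SD, cut at about 19% in these data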;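 further: 0% = DMSO wells and 100% = 5-CT at EC100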
5-HT1A blocker: blocks the human serotonin 5-HT1a receptor. CHO 5-HT1a Ga15 NFAT-bla reporter, antagonist mode. inhibition, % at 10 µM. P08908. 0.68% of 62,000 active;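 active means inhibition above the mean of all tested compounds plus 3 SD, cut at about 43% in these data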;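 further: receptor stimulated by 5-CT agonist at 100 nM near EC80; beta-lactamase reporter measured by ratiometric fluorescence of a cleavable substrate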
5HT1E ag: agonists of human 5-HT1E serotonin receptor. P28566. CHO 5-HT1E Ga15 NFAT-bla reporter, FRET; 0% DMSO wells, 100% control agonist wells. activation, % at 6 µM. 0.69% of 65,000 active. AID 574;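 active means activation above a set limit, the screen-wide mean activation plus 3 SD, cut at about 8.5% in these data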;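 further: 100% = positive control agonist at 1 µM giving full maximal response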
5HT1E antag: 5-HT1E (human) receptor antagonism; P28566; CHO 5-HT1E Ga15 NFAT-bla reporter, FRET, antagonist; inhibition, % at 6 µM; 0.99% of 65,000 active;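 active means inhibition above a set limit, the mean inhibition across every tested compound plus 3 SD, cut at about 29% in these data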;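 further: signal is the 460 over 535 nm emission ratio of beta-lactamase substrate; 0% = agonist plus DMSO wells and 100% = wells without agonist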
S1P1 ag-PAM: activates or potentiates agonism at human S1P1 receptor; P21453; activation, % at 9.5 µM; 0.57% of 56,000 active; AID 449; S1P1 CRE-bla cells, forskolin, beta-lactamase FRET, potentiator mode; S1P1 agonist co-added at EC20, 2 nM; 100% = saturating reference agonist, 0% = basal;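 active means activation above a cutoff set at the mean activation of all tested compounds plus 3 SD, cut at about 54% in these data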;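 further: forskolin at 4 µM as EC80 and the EC20 agonist is SEW2871; 100% = SEW2871 at its EC100 plus forskolin at EC80; some compounds past the cut are filed as inactive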
Jurkat tox 60K: cytotoxic compounds reducing Jurkat cell viability; Jurkat E6.1 viability, ATP luminescence, 48 h; inhibition, % at 4 µM; 1.2% of 56,000 active; AID 463;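 active means inhibition above the mean inhibition of all tested compounds plus 3 SD, cut at about 28% in these data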
D1 allo mod: allosterically modulates the human D1 dopamine receptor; P21728; HEK293 D1, CRE-luciferase, dopamine EC30 potentiation; actives deviate in either direction; B-score at 10 µM; 5.9% of 58,000 active; AID 641;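 active means luminescence count or its row- and column-corrected plate score outside the 99.7% band of the plate's sample wells, on either side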
Target sequence (P21728 whole entry, looked up): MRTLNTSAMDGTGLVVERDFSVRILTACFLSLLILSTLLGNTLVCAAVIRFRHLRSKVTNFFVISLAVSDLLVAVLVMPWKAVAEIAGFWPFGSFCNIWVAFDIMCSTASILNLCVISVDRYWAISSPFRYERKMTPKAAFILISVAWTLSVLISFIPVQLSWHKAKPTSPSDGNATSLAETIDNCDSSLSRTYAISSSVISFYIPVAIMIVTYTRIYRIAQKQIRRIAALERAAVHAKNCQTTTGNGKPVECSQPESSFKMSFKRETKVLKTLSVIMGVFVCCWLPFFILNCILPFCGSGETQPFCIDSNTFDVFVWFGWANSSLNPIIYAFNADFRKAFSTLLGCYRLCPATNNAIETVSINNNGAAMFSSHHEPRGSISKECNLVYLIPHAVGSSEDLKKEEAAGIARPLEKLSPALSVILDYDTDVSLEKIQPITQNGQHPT
Starred values were filed as active, the others as inactive; x = not tested or not shown.

SMILES	HEK293 NFkB inh	S1P3 ag	5HT1a ag	5-HT1A blocker	5HT1E ag	5HT1E antag	S1P1 ag-PAM	Jurkat tox 60K	D1 allo mod
COC(=O)Sc1nc(N2CCOCC2)c2c(c1C#N)CC(C)(C)OC2	x	-1.8	-0.2	x	-0.5	5	-21	x	x
Cc1onc(-c2ccccc2Cl)c1C(=O)Nc1ccc(CN2CCCC2)cc1	-4	-0.8	-3.3	-6	0.9	-7	-19	1	-0.22
Oc1c(-c2cc(-c3ccco3)[nH]n2)ccc2ccccc12	-35	-1.1	-2.3	9	-0.6	-3	-9	0	-1.6
CCC(=O)Nc1cc(Cl)ccc1N1CCN(C(=O)CC)CC1	8	-1.0	2.7	22	0.7	1	14	-3	x
COc1ccc(-n2c(Cc3cccn3C)nnc2SCC(=O)Nc2ccc(F)cc2)cc1	5	-1.0	-0.7	-7	0.6	-10	11	-3	-0.69
Cc1ccc(-c2csc(N(CCCN3CCOCC3)C(=O)c3ccco3)n2)cc1	22	-0.3	1.8	23	-0.1	-52	2	2	-0.12
Cc1ccccc1Nc1nc(N)nc(CSCc2c(C)noc2C)n1	9	-0.7	2.5	-3	0.0	7	1	17	-0.018
CC1CCN(C(=O)CSc2ccc(-c3ccc(F)cc3)nn2)CC1	15	-1.2	-3.3	-9	0.4	7	4	6	-0.62
O=C(O)CCc1ccc(-c2ccccc2)n1NC(=O)c1ccco1	12	1.3	-1.9	-4	-0.3	-1	1	-12	0.09
COC(=O)C(Cc1ccc(O)cc1)NC(=O)C(C)Oc1ccccc1 (stereo not drawn)	20	-1.2	-0.8	17	-0.9	-3	5	7	-0.16
CCOC(=O)c1c(C)[nH]c(C)c1C(=O)COC(=O)CNC(=O)c1ccc(OCC)cc1	-1	-1.0	-1.0	-10	-0.7	-2	-8	3	0.8
Cn1c(=O)c2c(nc(SCC(=O)NC3CCCCC3)n2C)n(C)c1=O	-8	-1.1	0.0	-12	0.2	-13	-3	0	0.13
CC(C)C12CN3CC(C(C)C)(CN(C1)C3c1ccccc1O)C2=O (stereo not drawn)	20	-0.3	-3.4	-2	0.9	3	-5	7	-0.2
CCC(=O)c1cc(F)c(N2CCN(C(=O)Cc3ccccc3)CC2)cc1C	21	-0.7	2.8	-6	0.1	1	31	5	-0.58
CCOC(=O)c1ccc(N2C(=O)c3n[nH]c(C)c3C2c2cccnc2)cc1 (stereo not drawn)	29	-0.8	-0.2	7	-0.7	8	18	4	0.41
O=c1c2ccccc2nc(SCc2nc(-c3ccccc3)no2)n1-c1ccc(F)cc1	20	-2.0	20*	13	0.3	-2	3	2	-0.39
CCc1cccc(Nc2cc(C)nc3ncnn23)c1	5	-0.2	-1.8	-6	1.1	-5	-22	-5	0.17
COC(=O)c1ccc(NC(=O)C2CCCN2S(=O)(=O)c2ccc(F)cc2)cc1 (stereo not drawn)	4	-0.4	2.4	4	-0.1	4	-12	-1	-0.63
Cc1ccc(Nc2nc(N)nc(CSc3nnc(-c4ccncc4)o3)n2)cc1	6	-0.3	0.3	-4	0.1	-3	x	-2	-0.07
CSc1nc(-c2ccco2)nn1C(=O)c1ccco1	16	-0.1	-2.9	0	0.3	-12	-5	2	-0.033
O=C(NC1CCCCC1)c1sc(=S)n2c1[nH]c(=O)c1ccccc12	12	-0.2	-1.8	1	-0.9	-16	14	0	-2.1
COC(=O)C1=C(C)NC(C)=C(C(=O)OC)C1c1cc2cc(C)ccc2[nH]c1=O	-2	-0.1	-1.7	3	-0.9	-4	6	-5	-0.73
COCc1nnc(NC(=O)c2ccc(S(=O)(=O)N3CCCCCC3)cc2)o1	18	-0.7	0.6	8	0.3	-9	8	-2	-0.56
CN(C)C(CNC(=O)CSc1nnc(-c2ccco2)o1)c1ccccc1 (stereo not drawn)	22	-0.6	0.8	-1	-0.3	2	3	-4	-0.52
O=C1CC(c2ccco2)CC(O)=C1C=NCCN1CCNCC1 (stereo not drawn)	18	-0.2	0.4	0	0.2	8	-2	3	0.14
C/C(=N\O)c1c(C)c2ccccc2n1C	x	-1.9	-1.2	x	-0.5	-3	-10	x	x
O=C(Nc1ccc2c(c1)OCO2)c1cc2n(n1)C(C(F)(F)F)CC(c1ccccc1)N2 (stereo not drawn)	x	-2.7	1.9	x	-0.5	6	27	x	x
COc1cc(-c2nc3ccccn3c2NCC2CCCO2)ccc1O (stereo not drawn)	10	-0.5	2.0	-2	0.3	7	12	2	-2.2
CCOc1ccccc1NC(=O)N1CCC(c2nc3ccc(C)cc3[nH]2)CC1	7	-0.3	-1.1	3	0.2	1	5	3	-1.4
CC(C)n1c(Nn2cnnc2)nc2ccccc21	9	-0.5	1.2	-2	-0.6	-3	-13	-7	x
CC1Cc2ccccc2N1C(=O)c1ccnc(C(C)(C)C)c1 (stereo not drawn)	8	1.2	-2.3	-1	-0.1	9	-16	-1	0.49
Cc1onc(-c2ccccc2Cl)c1C(=O)OCC(=O)N1CCCc2ccccc21	13	0.1	4.6	9	-0.6	4	0	-1	0.54
Cc1cc(C)n(-c2nc3ccccc3nc2Nc2ccc3[nH]c(=O)[nH]c3c2)n1	7	-0.2	-1.5	10	1.8	12	-6	-7	0.012
O=C(C1=C(O)C(=O)N(c2ncccn2)C1c1ccc(Cl)c(Cl)c1)c1ccco1 (stereo not drawn)	15	-1.0	-1.1	-6	-0.5	5	10	-3	0.16
CCCCn1c(CN(Cc2ccccc2)Cc2ccccc2)nc2c1c(=O)n(C)c(=O)n2C	-2	0.7	-1.1	-6	0.8	4	-7	-6	-0.43
COc1ccc(-c2nnn(CC(=O)NC3CCCc4ccccc43)n2)cc1OC (stereo not drawn)	9	x	-1.9	-6	-0.1	-8	x	x	0.9
Nc1cc(OC(=O)c2cccs2)nn1S(=O)(=O)c1ccc(F)cc1	11	-0.7	3.2	11	0.4	1	6	1	x
Cc1nc2ccc(C(=O)O)cc2c2c1CC(C)S2 (stereo not drawn)	5	-0.7	-0.2	-14	0.5	-7	x	-5	x
C(=N\n1cnnc1)/c1ccc2ncccc2c1	10	-0.5	-2.8	-4	1.4	-3	-42	4	0.51
COc1ccc(S(=O)(=O)N2CCCN(Cc3cccc(F)c3)CC2)cc1	9	-0.9	-0.4	4	-1.4	2	3	5	-0.38
Cc1occc1-c1nnc(SCC(=O)Nc2nccs2)n1Cc1ccco1	23	0.7	1.4	21	1.1	2	-5	-4	0.26
Cc1ccc(S(=O)(=O)Cc2ccc(C(=O)NCCCN3CCCC3=O)o2)cc1	13	0.1	-0.1	0	-0.5	-7	14	5	-3.3*
CCOC(=O)COc1ccc2nsnc2c1	3	-1.3	0.9	6	0.7	9	-5	10	0.62
CCN(CC)CCNc1nc2ccccc2n1C	3	-0.5	-1.7	0	0.1	11	8	2	x
Fc1ccc(CSc2nc3ncccc3[nH]2)cc1	0	-1.3	-1.7	-11	-0.1	-15	5	3	0.13

Complete entries from above.
CCOC(=O)c1c(C)[nH]c(C)c1C(=O)COC(=O)CNC(=O)c1ccc(OCC)cc1 is listed as HEK293 NFkB inh = -1; S1P3 ag = -1.0; 5HT1a ag = -1.0; 5-HT1A blocker = -10; 5HT1E ag = -0.7; 5HT1E antag = -2; S1P1 ag-PAM = -8; Jurkat tox 60K = 3; D1 allo mod = 0.8
C/C(=N\O)c1c(C)c2ccccc2n1C is listed as HEK293 NFkB inh = x; S1P3 ag = -1.9; 5HT1a ag = -1.2; 5-HT1A blocker = x; 5HT1E ag = -0.5; 5HT1E antag = -3; S1P1 ag-PAM = -10; Jurkat tox 60K = x; D1 allo mod = x

Remaining list, next part.
SMILES	HEK293 NFkB inh	S1P3 ag	5HT1a ag	5-HT1A blocker	5HT1E ag	5HT1E antag	S1P1 ag-PAM	Jurkat tox 60K	D1 allo mod
COc1cccc(CNC(=O)C2CCN(S(=O)(=O)c3ccc4c(c3)CCC(=O)N4)CC2)c1	12	0.4	2.1	-1	0.5	-3	-3	-1	-0.23
Cc1cc(Cl)ccc1OC(C)C(=O)Nc1ccccc1N1CCOCC1 (stereo not drawn)	18	-0.4	2.3	13	-0.1	8	-20	4	-1.4
CCOC(=O)c1c(C#N)c(SCC(=O)Nc2ccc(OC)cc2)nc2c1CN(CC)CC2	17	0.4	-1.8	22	-0.9	2	x	-3	1.7
COc1ccc(-n2cnc3cc(NCc4cccs4)ccc32)cc1	5	-0.9	-5.5	12	-1.3	3	13	0	-0.42
Cc1ccc(/C(O)=C2/C(=O)C(=O)N(Cc3cccnc3)C2c2ccccn2)cc1 (stereo not drawn)	16	-0.8	-0.5	-3	-0.2	2	x	-2	-1.1
COc1ccc(-c2nn(-c3ccccc3)cc2C(=O)N2CCOCC2)cc1	16	0.5	-1.5	2	-0.3	2	31	4	-0.74
CCOC(=O)c1cnn(CC2CCCCC2)c1N	5	0.5	0.9	0	-0.4	2	-22	-4	-0.42
CC1(C)CC(=O)C2=C(C1)OC(N)=C(C#N)C2CCc1ccccc1 (stereo not drawn)	1	-0.4	-1.0	-4	1.4	-2	-1	8	8.9*
COc1cccc2cc(C(=O)N3CCN(c4ncccn4)CC3)c(=O)oc12	1	-0.6	-0.2	-3	-1.0	-7	-17	-5	1.4
Cc1ccc(CCNC(=O)C2CCCN(S(=O)(=O)c3c(C)noc3/C=C/N(C)C)C2)cc1 (stereo not drawn)	17	-1.0	-1.5	2	-0.3	15	-6	1	-0.21
COc1ccc(NC(=O)C2CCCN(S(=O)(=O)c3cccnc3)C2)c(OC)c1 (stereo not drawn)	18	0.1	-2.7	4	0.6	-1	-8	-1	-0.084
CC1Cc2ccccc2N1C(=O)CSc1nnc(NC(=O)Cc2cccs2)s1 (stereo not drawn)	9	-0.8	-2.0	-2	0.4	1	-6	0	2.1
CC1CCCN(S(=O)(=O)c2ccc3c(c2)CCN3C(=O)C2CCC2)C1 (stereo not drawn)	8	-0.4	-3.6	-9	1.2	4	-22	10	-4.1*
CCn1c(SCC(=O)N2c3ccccc3CCc3ccccc32)nc2c1c(=O)n(C)c(=O)n2C	4	-1.6	1.6	-1	-0.8	4	-8	6	0.26
CN1CCN(c2ccccc2NS(=O)(=O)c2ccc3c(c2)CCN3C(=O)C2CCC2)CC1	2	-1.3	14	14	-0.3	10	-2	-2	-0.63
CC(C)Sc1nc2sc3c(c2c2nnc(SCC(=O)NCc4ccco4)n12)CCCC3	0	-0.5	-1.5	2	1.3	-22	12	0	0.34
CC1(N2CCOCC2)CC2(O)C(=[N+]1[O-])CCc1c2no[n+]1[O-] (stereo not drawn)	16	0.7	-1.3	-16	0.0	-9	-21	1	-0.051
CNc1sc(C(=O)c2cccs2)c(N)c1-c1nc2ccccc2s1	-43	-0.7	-0.7	30	0.3	2	29	4	-1
COc1ccc(CC(=O)Nc2ccc3c(c2)OCO3)cc1S(=O)(=O)N1CCOCC1	22	-0.3	-3.3	11	-0.2	-6	5	-5	0.65
